VHR inh abs – DUSP3 (human) phosphatase inhibition; P51452; recombinant VHR phosphatase, pNPP absorbance; inhibition, % at 13.3 µM; 0.52% of 290,000 active; in the data active means inhibition above about 50%; further: some compounds called inactive have numbers as strong as hits
Target sequence (P51452 whole entry, looked up): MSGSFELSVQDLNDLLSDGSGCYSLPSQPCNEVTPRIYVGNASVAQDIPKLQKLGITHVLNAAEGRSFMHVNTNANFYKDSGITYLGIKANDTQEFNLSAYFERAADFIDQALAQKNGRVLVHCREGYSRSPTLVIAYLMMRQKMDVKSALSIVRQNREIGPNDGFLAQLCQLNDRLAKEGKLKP
PrPC surface inh – cell surface PrPC inhibition, primary TR-FRET screen; P04156; 0.43% of 370,000 active; inhibition, % at 13.8 µM; TR-FRET read-out; in the data active means inhibition above about 24%; further: 0% = median of the test wells and 100% = reference compound wells
TcdB inh – TcdB glycohydrolase inhibition. P18177. TcdB glycohydrolase enzymatic assay, plate reader. inhibition, % at 9.99 µM. 0.24% of 350,000 active; in the data active means inhibition above about 10%
SARS 3CLpro inh – SARS-CoV 3CLpro protease inhibition; recombinant SARS-CoV 3CLpro, quenched FRET peptide cleavage; inhibition, % at 6 µM; P0C6X7; 0.14% of 290,000 active; in the data active means inhibition above about 12%
BH1578 lux ind – quorum light induction in luxS cqsA deficient V. cholerae; V. cholerae BH1578 lux reporter, luminescence, 6 h; activation, % at 18.7 µM; 0.16% of 350,000 active; AID 588436; in the data active means activation mostly above about 9.7%, no sharp cut-off; further: not every result past the cut was called active; inactives centre near 0; reference of the scale not given here
CCHFV vOTU inh – CCHFV vOTU protease inhibition; Pep-AMC fluorescence; inhibition, % at 11.5 µM; 0.55% of 370,000 active; in the data active means inhibition above about 30%; further: 0% = vehicle wells with enzyme and 100% = no enzyme wells
SSB-PriA inh – K. pneumoniae PriA-SSBct interaction inhibition. AlphaScreen SSBct-PriA binding, biotinylated peptide. inhibition, % at 33 µM. 0.6% of 430,000 active; in the data active means inhibition mostly above about 37%, no sharp cut-off; inactive means mostly below about 20%;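 further: plate controls were negative control peptide for no effect and reference peptide for full effect; strong numbers were not always called active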
Rv3671c protease – inhibitors of M. tuberculosis serine protease Rv3671c; inhibition, % at 5.96 µM; P9WHR9; 0.048% of 320,000 active; in the data active means inhibition above about 38%;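 further: extracellular domain of Rv3671c used as enzyme; 0% = enzyme with DMSO and 100% = no enzyme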
Target sequence (P9WHR9 whole entry, looked up, the tested form may be a part): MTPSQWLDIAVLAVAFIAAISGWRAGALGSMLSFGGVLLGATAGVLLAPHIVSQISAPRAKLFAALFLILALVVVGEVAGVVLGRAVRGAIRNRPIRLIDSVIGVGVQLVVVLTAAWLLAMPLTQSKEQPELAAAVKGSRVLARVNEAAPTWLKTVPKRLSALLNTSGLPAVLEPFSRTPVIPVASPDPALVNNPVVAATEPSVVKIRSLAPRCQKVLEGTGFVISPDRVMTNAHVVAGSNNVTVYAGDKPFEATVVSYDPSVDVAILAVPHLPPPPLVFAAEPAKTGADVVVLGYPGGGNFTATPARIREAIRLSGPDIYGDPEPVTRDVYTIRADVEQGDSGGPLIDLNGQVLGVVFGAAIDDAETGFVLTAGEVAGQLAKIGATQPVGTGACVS
Y pestis TopoI – blocks Yersinia pestis topoisomerase I activity; Y. pestis Topo-I cleavage product accumulation, plate reader; activity, % at 10 µM; 0.064% of 360,000 active; in the data active means activity above about 50%, passing the limit was not always enough; further: inactives centre near 2
MazF activator – increases E. coli MazEF RNase cleavage of RNA; P0AE70; FAM/BHQ RNA-DNA oligo cleavage fluorescence, 5 h; activation, % at 20 µM; 0.32% of 350,000 active; AID 504720; in the data active means activation above about 50%
Target sequence (P0AE70 whole entry, looked up): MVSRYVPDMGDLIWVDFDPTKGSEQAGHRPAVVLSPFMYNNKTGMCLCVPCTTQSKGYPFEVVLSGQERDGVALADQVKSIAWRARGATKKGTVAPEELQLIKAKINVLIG
* hit, by the source's call; i = inactive; . = not tested or not shown; & = joins results of further samples. Some of the compounds tested; rates above refer to the full screens.

SMILES	VHR inh abs	PrPC surface inh	TcdB inh	SARS 3CLpro inh	BH1578 lux ind	CCHFV vOTU inh	SSB-PriA inh	Rv3671c protease	Y pestis TopoI	MazF activator
CCC(=O)c1cccc2c1N=CC1=C(CC(C)(C)CC1=O)N2	-4	-1	-0.2	3	i	18	5	-7	5	0
CCSC1=NCCN1C(=O)C(C)(C)Oc1ccc(Cl)cc1	19	2	2.2	2	-0.5	-4	-12	8	-2	2
COc1ccccc1CC(=O)NCCCc1ccccc1	24	3	0.5	0	-0.3	4	-14	-9	7	1
CC(C)N1C(=O)/C(=C/C=C/c2ccco2)C(=O)N(Cc2ccco2)C1=O	14	-5	.	-1	0.4	-5	0	-31	-7	-51
COCCNC(=S)N/N=C/c1ccc(-c2ccc([N+](=O)[O-])cc2)o1	4	-15	-0.2	-2	i	8	.	-1	-17	-10
CCCCCN(C(=O)NC(=O)Nc1ccccc1OC)S(C)(=O)=O	-5	-1	.	-5	-0.6	-14	3	-4	-6	14
Clc1ccc2c(c1)-c1nnc(Br)n1-c1ccccc1S2	27	10	.	-2	6.7	4	-17	-20	21	6
Cc1ccc(NC(=O)c2c3c(nc4ccccc24)CCC3)cc1	13	3	-0.6	2	-0.2	2	-12	5	-2	13
Cc1ccc(/C=C/C(=O)NC(=S)N2CCN(c3ccc(F)cc3)CC2)cc1	-11	-2	1.5	3	1.7	-5	-4	2	0	1
CCn1nc(NC(C)=O)c2cc3ccc(C)cc3nc21	7	-16	2.2	-1	i	2	-12	1	7	1
CCN(CC)S(=O)(=O)c1cc(C(=O)NC2CCCCC2)ccc1C	14	-1	.	1	i	8	-19	4	10	0
CC1CN(CC(O)COc2ccc(C(=O)c3ccccc3)cc2)CC(C)O1 (stereo unspecified)	-1	-6	.	0	-1.4	1	-22	-2	-7	-4
CCN(CC)S(=O)(=O)c1ccc(N2CCCCC2)c(NC(=O)/C=C/c2ccc(OC)c(OC)c2)c1	4	-1	.	-2	-0.1	-2	-8	-20	18	-1
O=c1c2ccccc2c(/C=N/n2cnnc2)c(O)n1-c1ccccc1	5	4	.	6	i	10	.	-10	3	33
Cc1ccn2c(CNCC3OCCc4ccccc43)c(C(=O)N3CCCCCC3)nc2c1 (stereo unspecified)	21	7	.	0	-0.5	-4	2	11	25	-8
Cc1ccc(CNC(=O)[C@@H](NC(=O)Cc2ccccc2)C(C)C)cc1	2	3	2.3	-7	-0.4	13	11	-5	-3	-3
NC(=O)C1C(c2ccccc2)=C1c1ccccc1	22	-5	.	4	-0.4	-4	-25	9	-2	1
Cc1ccccc1OCC(=O)OCC(=O)NCCNC(=O)COC(=O)COc1ccccc1C	.	5	0.0	.	-5.3	-3	10	5	9	0
CCNC(=S)Nc1cc(-c2ccc(Cl)cc2)[nH]n1	-1	13	1.7	0	-0.2	3	4	3	3	5
Cc1ccc(/C=N/NC(=O)c2ccc(OC3CCCC3)cc2)o1	8	-2	-0.4	8	-0.7	24	.	.	0	0
CN(CC=CCN(C)P(=S)(N1CC1)N1CC1)P(=S)(N1CC1)N1CC1	.	-4	0.7	.	.	-4	-12	.	5	0
Nc1ccc(S(=O)(=O)Nc2cnc3c(Cl)cccc3n2)cc1	.	-11	-1.7	.	i	2	-7	.	1	13
CCN(CC)c1ccc(/C=C2\C(=O)NC(=S)N(C)C2=O)o1	-11	-42	0.8	1	-1.6	15	-12	-15	2	-411
COc1ccc(C(CNC(=O)c2cccc(S(=O)(=O)Nc3ccc(F)cc3)c2)N2CCCCC2)cc1 (stereo unspecified)	.	-4	0.3	.	i	13	-6	.	0	0
NNc1nc2sc3c(c2c(=O)n1C1CCCCC1)CCN(Cc1ccccc1)C3	45	-4	0.4	0	-0.4	-10	-3	3	-3	-10

Individual results from above.
For CCHFV vOTU inh, Nc1ccc(S(=O)(=O)Nc2cnc3c(Cl)cccc3n2)cc1 is listed with 2
For VHR inh abs, Clc1ccc2c(c1)-c1nnc(Br)n1-c1ccccc1S2 is listed with 27
For CCHFV vOTU inh, CCNC(=S)Nc1cc(-c2ccc(Cl)cc2)[nH]n1 is listed with 3
For VHR inh abs, COCCNC(=S)N/N=C/c1ccc(-c2ccc([N+](=O)[O-])cc2)o1 is listed with 4

Further records follow.
SMILES	VHR inh abs	PrPC surface inh	TcdB inh	SARS 3CLpro inh	BH1578 lux ind	CCHFV vOTU inh	SSB-PriA inh	Rv3671c protease	Y pestis TopoI	MazF activator
COc1ccc(N2CCN(Cc3cc(=O)c(OCC(=O)NC4CCCC4)co3)CC2)cc1	.	5	-3.0	.	-1.4	-2	-11	-4	9	-1
CC1=CC(=O)C=C(C)C1=NOS(=O)(=O)c1ccccc1	-29	-6	.	2	i	3	-21	.	-9	-6
O=C(N/N=C/c1ccccn1)c1cccc(NC(=O)c2ccccc2Cl)c1	16	3	0.1	-4	i	4	.	-2	-6	-4
O=C(O)C1CCN(C(=O)COc2ccc3c4c(c(=O)oc3c2)CCCC4)CC1	21	2	-0.7	2	-0.7	-28	-12	-7	9	3
O=C(O)c1c(Cl)c(Cl)c(Cl)c(Cl)c1C(=O)OCC1CCCO1 (stereo unspecified)	.	-1	1.0	.	i	4	.	.	-2	4
CCOC(=O)CCS(=O)(=O)c1ccc(-c2ccc(S(=O)(=O)CCC(=O)OCC)cc2)cc1	17	9	0.3	-3	-7.1	-4	-21	0	7	0
CCCn1c(C(O)c2ccc(OCC)cc2)nc2ccccc21 (stereo unspecified)	17	7	1.9	4	-0.1	14	-10	-7	5	-2
CC(C)(CNS(=O)(=O)c1ccc2ccccc2c1)N1CCOCC1	.	1	0.6	.	-0.8	-11	-3	0	-8	0
CC(=O)Nc1ccc(NC(=O)C2CCCN2/C=C/C(=O)C(F)(F)F)cc1 (stereo unspecified)	4	3	1.2	0	-0.5	10	-19	4	-4	4
CCCC[C@H]1COCCS(=O)(=O)N1Cc1cccc([N+](=O)[O-])c1	32	-15	1.1	-3	-4.5	3	2	-5	-1	5
O=c1[nH]cnc2nn(-c3ccccc3)nc12	40	-1	.	0	1.4	-6	-15	-3	6	3
Cc1ccc(Cl)cc1N1CCN(Cc2nnnn2C2CCCCC2)CC1	8	-6	.	3	-0.3	14	-13	-8	31	7
COc1ccc(NC(=O)C2CCCN2C(=O)NC2CCCCC2)cc1 (stereo unspecified)	26	5	1.4	-4	-0.3	-2	-11	0	2	5
CC(C)(C)OC(=O)N1CCC[C@H]1c1nnc(SCc2ccccc2)o1	-10	-3	0.8	-2	-0.3	15	-7	-3	8	-19
O=C(CSc1nnc2ccccn12)NCc1ccco1	16	9	0.7	3	0.2	-2	-2	3	2	1
CC(=O)c1cccc(NC(=O)c2ccc(-c3c(C)noc3C)c3ccoc23)c1	.	-5	0.5	.	-0.3	-1	.	.	8	.
C=CCc1ccc(OCC(O)CN2CCc3ccccc3C2)c(OC)c1 (stereo unspecified)	14	7	2.2	3	i	-2	5	4	29	-18
O=C(C1CCCCC1)N(Cc1nc2sc3c(c2c(=O)[nH]1)CCCC3)Cc1cccs1	10	0	.	-4	i	17	2	-13	29	-1
COC(=O)CNC(=O)C(NC(=O)c1ccc(Cl)cc1)C(C)C (stereo unspecified)	10	-2	.	-1	i	-12	3	-5	-5	-11
CC(C)(C)OC(=O)N1CCC(c2c(C(=O)NC3CC3)cnn2-c2ccccc2)CC1	8	-4	0.7	3	-0.3	-6	-1	-5	13	6
CCn1c(-c2cc3ccccc3cc2O)n[nH]c1=S	26	3	0.4	0	i	-16	7	-5	-2	-11
COc1ccccc1S(=O)(=O)N(C)C[C@@H]1OCc2cn(nn2)CCCC(=O)N([C@@H](C)CO)C[C@H]1C	.	-1	-1.3&0.0	.	-0.4	0	.	.	4	5
Cc1cc(N2CCN(c3ncccn3)CC2)nc2c(C)cccc12	70	0	0.3	-2	i	1	-4	2	6	-1
C=CCSc1nnc(NC(=O)c2ccc(N3CCCC3=O)cc2)s1	.	0	1.2	.	0.1	-2	1	-8	5	6
CCCCC(=O)N(C)c1c(CC)nc2c(OCc3cc(Cl)cc(Cl)c3)cccn12	.	10	1.0	.	-0.8	12	.	.	21	.

Record cards (already shown).
`NC(=O)C1C(c2ccccc2)=C1c1ccccc1` is listed with VHR inh abs: 22; PrPC surface inh: -5; TcdB inh: .; SARS 3CLpro inh: 4; BH1578 lux ind: -0.4; CCHFV vOTU inh: -4; SSB-PriA inh: -25; Rv3671c protease: 9; Y pestis TopoI: -2; MazF activator: 1
`CCNC(=S)Nc1cc(-c2ccc(Cl)cc2)[nH]n1` is listed with VHR inh abs: -1; PrPC surface inh: 13; TcdB inh: 1.7; SARS 3CLpro inh: 0; BH1578 lux ind: -0.2; CCHFV vOTU inh: 3; SSB-PriA inh: 4; Rv3671c protease: 3; Y pestis TopoI: 3; MazF activator: 5

(next part)
SMILES	VHR inh abs	PrPC surface inh	TcdB inh	SARS 3CLpro inh	BH1578 lux ind	CCHFV vOTU inh	SSB-PriA inh	Rv3671c protease	Y pestis TopoI	MazF activator
COc1ccc(S(=O)(=O)N(CC(=O)O)c2ccc(C)cc2)cc1	6	-7	1.0	-3	i	-4	2	-5	1	-1
O=C1CC(N2CCC(c3nc4ccccc4o3)CC2)C(=O)N1c1cc(Cl)cc(Cl)c1 (stereo unspecified)	12	2	.	-7	-2.4	0	-11	-6	6	2
CN1CCN(CC(=O)Nc2c(C(=O)C3CC3)oc3ccccc23)CC1	18	-10	.	-2	-5.3	2	-9	0	5	0
CCN(CC)CCCNC(=O)c1oc2ccc(S(=O)(=O)N3CC(C)CC(C)C3)cc2c1C (stereo unspecified)	21	-5	0.1	0	i	4	1	1	-4	11
COc1ccc(C(=O)COC(=O)c2ccc(NC(=O)c3ccccc3)cc2)cc1	29	-1	.	5	-0.1	1	4	-7	2	-5
COC(=O)c1ccc(CSc2nc3scc(-c4cccs4)c3c(=O)[nH]2)o1	15	1	.	-5	i	4	-12	-6	-6	4
C#Cc1ccc(NC(=O)C2(C)CCN2C(=O)Cc2ccc(C(C)(C)C)cc2)cc1 (stereo unspecified)	.	-1	0.8	.	i	7	.	.	36	.
Cc1ccc(S(=O)(=O)NCCC(=O)Nc2ccncc2)cc1C	.	2	0.8	.	-0.7	-8	-10	-7	1	-1
Cc1nnc(SCc2cc(=O)oc3ccc4ccccc4c23)n1Cc1ccccc1	3	-4	.	0	-0.7	-22	1	-15	35	-16
O=c1[nH]c(-c2ccccc2)cs1	-5	-4	0.0	0	-0.2	-1	9	8	-2	-6
CCOCCCNCc1cn(-c2ccc(F)cc2F)nc1-c1ccccc1C	17	-1	.	-4	5.0	1	9	1	-1	0

Seven entries out of the list, arranged by SMILES length, falling.
SMILES	VHR inh abs	PrPC surface inh	TcdB inh	SARS 3CLpro inh	BH1578 lux ind	CCHFV vOTU inh	SSB-PriA inh	Rv3671c protease	Y pestis TopoI	MazF activator
CCN(CC)CCCNC(=O)c1oc2ccc(S(=O)(=O)N3CC(C)CC(C)C3)cc2c1C (stereo unspecified)	21	-5	0.1	0	i	4	1	1	-4	11
O=C1CC(N2CCC(c3nc4ccccc4o3)CC2)C(=O)N1c1cc(Cl)cc(Cl)c1 (stereo unspecified)	12	2	.	-7	-2.4	0	-11	-6	6	2
C#Cc1ccc(NC(=O)C2(C)CCN2C(=O)Cc2ccc(C(C)(C)C)cc2)cc1 (stereo unspecified)	.	-1	0.8	.	i	7	.	.	36	.
COC(=O)c1ccc(CSc2nc3scc(-c4cccs4)c3c(=O)[nH]2)o1	15	1	.	-5	i	4	-12	-6	-6	4
CN1CCN(CC(=O)Nc2c(C(=O)C3CC3)oc3ccccc23)CC1	18	-10	.	-2	-5.3	2	-9	0	5	0
CCOCCCNCc1cn(-c2ccc(F)cc2F)nc1-c1ccccc1C	17	-1	.	-4	5.0	1	9	1	-1	0
O=c1[nH]c(-c2ccccc2)cs1	-5	-4	0.0	0	-0.2	-1	9	8	-2	-6
